Compound activity deposited in PubChem BioAssay by Fisher Drug Discovery Resource Center.
NPYLR7 agonist = activates Aedes aegypti NPYLR7 receptor; actives 0.15% (n = 270,000); activation, % at 10 µM; AID 1259423; HEK293T NPYLR7/Galpha15, GCaMP6s calcium fluorescence; in the data active = activation above about 40%;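 note: 0% = vehicle and 100% = reference agonist at the receptor; some compounds past the cut are filed as inactive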
mcGAS lum = inhibitors of mouse cGAS. actives 0.15% (n = 160,000). Q8C6L5. recombinant cGAS, Kinase-Glo ATP depletion luminescence. inhibition, % at 12.5 µM;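 note: 0% = negative control wells and 100% = reference inhibitor with no enzyme activity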
hcGAS lum = human cGAS inhibition; recombinant h-cGAS, ATP depletion, Kinase-Glo luminescence; inhibition, % at 12.5 µM; Q8N884; actives 0.081% (n = 290,000);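 note: 0% = vehicle reaction and 100% = reaction without DNA for no activity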
Target sequence (Q8N884 whole entry, looked up): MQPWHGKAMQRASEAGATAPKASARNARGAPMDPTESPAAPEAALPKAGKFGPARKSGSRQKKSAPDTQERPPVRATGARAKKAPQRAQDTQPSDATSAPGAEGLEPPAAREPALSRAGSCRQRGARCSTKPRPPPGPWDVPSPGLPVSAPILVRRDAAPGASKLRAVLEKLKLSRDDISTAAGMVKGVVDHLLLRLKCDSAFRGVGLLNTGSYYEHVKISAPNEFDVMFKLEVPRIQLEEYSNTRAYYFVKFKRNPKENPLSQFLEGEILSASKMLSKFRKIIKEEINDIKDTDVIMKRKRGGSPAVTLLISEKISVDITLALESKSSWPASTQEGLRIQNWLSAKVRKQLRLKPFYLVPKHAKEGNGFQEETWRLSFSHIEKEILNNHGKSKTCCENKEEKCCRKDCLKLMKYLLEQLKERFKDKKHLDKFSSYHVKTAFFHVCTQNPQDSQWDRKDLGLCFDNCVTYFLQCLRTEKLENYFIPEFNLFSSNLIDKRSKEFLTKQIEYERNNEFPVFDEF
* marks the source's active call; other numbers are inactive results; . = not tested or not shown; & = joins results of further samples. Cut-off read from the data, not from the text of the source, unless noted: active = inhibition above about 40%; inactive = the rest. No enrichment for hits (roughly 0.26% active in at least one column).

nr	canonical_smiles	NPYLR7 agonist	mcGAS lum	hcGAS lum
1	O=C(Nc1ccc(N2CCC(Cc3ccccc3)CC2)c(C(=O)NCC2CCCO2)c1)c1cccc(Br)c1 (stereo not given)	-1	-6	-3
2	COc1cccc2sc(Nc3nc4cc5c(cc4s3)OCO5)nc12	6	-5	-2
3	CCc1nc2ccc(C(=O)N3CCN(c4ccccc4)CC3)cn2c1N(C)Cc1cc2ccccc2s1	10	-3	0
4	COc1ccc(C2=NN(C(N)=S)C(c3ccco3)C2)cc1 (stereo not given)	3	.	-5
5	COc1cc(NC(=O)CN2C(=O)c3ccccc3C2=O)c(OC)cc1Cl	-3	.	-2
6	CC(Cc1cnccn1)n1cc(-c2ccnc3ccccc23)nn1 (stereo not given)	-2	.	-2
7	CC(=O)Nc1ccc(-n2ccc3c(cnc4c(-c5ccc(F)cc5)c(C)nn43)c2=O)cc1	28	.	-9
8	O=C(NCc1cccc2[nH]ccc12)c1cn(CCCc2ccccc2)nn1	.	-1	4
9	COCc1cc(C)nc(OCC(=O)N/N=C\c2cccc([N+](=O)[O-])c2)c1C#N	4	-6	-2
10	COCC(=O)NC1CCN(c2ccccc2C(=O)NCc2ccco2)CC1	-5	-5	-7
11	CC12CC3CC(C)(C1)CC(NCc1cccnc1)(C3)C2	-7	.	-9
12	CC1CCN(c2ccc(NC(=O)C(C)(C)C)cc2C(=O)NC(C)c2ccccc2)CC1 (stereo not given)	17	-6	-10
13	O=C(CN1CCOC1=O)N1CCc2[nH]nc(-c3cccc(F)c3)c2C1	20	.	-8
14	CCc1nc(C)c(C(=O)NS(=O)(=O)c2ccc(C(C)=O)cc2)s1	1	.	-6
15	CCCCOc1ccc(C(=O)N(CCOC)CC(=O)N(CCc2c[nH]c3ccccc23)Cc2ccc(OC)c(OC)c2)cc1	21	-4	-2
16	Nc1cnc(-c2cccc3ccnn23)cn1	1	.	-2
17	Fc1ccc(-c2nn[nH]n2)cc1	3&6	-5	-10&2
18	CCn1c(SCC(=O)N/N=C\c2ccc(N(C)C)cc2)nc2ccccc21	1	-9	-6
19	Cc1nc(C)c(C)c(N2CCC(C(=O)NCCCOC(C)C)CC2)n1	5	.	-11
20	Cc1ccc2c(c1)c(N=NC(=O)COc1cc(C(C)C)ccc1C)c(O)n2C	23	-6	-3
21	COc1ccc(C2=NN(c3nc(-c4ccccc4)c4cc(Cl)ccc4n3)C(c3ccc(OC)cc3)C2)cc1 (stereo not given)	19	-6	-5
22	CC(C)(C)CC(=O)N1CCN(c2cc(Oc3ccccc3Cl)ncn2)CC1	-9	-6	-4
23	CN(Cc1ccc2ccccc2n1)C(=O)c1ccc(-c2ccncc2)nc1	8	-15	-3
24	COc1cc(/C=C/C(=O)N2CCN(CC(=O)N3CCCC3)CC2)cc(OC)c1OC	-27	.	-4
25	CCN(CC)c1ccc(CN(Cc2ccc(F)cc2)C(=O)CC(C)(C)C)c(OS(=O)(=O)c2ccc(OC)cc2)c1	3	-4	-7
26	Cc1ccc(C(=O)N(C)C2CCCN(CCc3ccccc3)C2)cc1N1CCNC1=O (stereo not given)	7	.	-11
27	OCCNc1cc(-c2csc3ccccc23)ncn1	36	3	2
28	CCN(CC(=O)NC(C)c1ccccc1Cl)C(C)c1ccc(C#N)cc1 (stereo not given)	12	.	10
29	Cc1nc2ccc(NC(=O)c3sc4ncccc4c3N)cc2[nH]1	-8	-1	1
30	CCN(CCn1cccn1)Cc1cc(F)ccc1O	-1	.	-2

From entry 1 as far as 3, copied from above:
nr	canonical_smiles	NPYLR7 agonist	mcGAS lum	hcGAS lum
1	O=C(Nc1ccc(N2CCC(Cc3ccccc3)CC2)c(C(=O)NCC2CCCO2)c1)c1cccc(Br)c1 (stereo not given)	-1	-6	-3
2	COc1cccc2sc(Nc3nc4cc5c(cc4s3)OCO5)nc12	6	-5	-2
3	CCc1nc2ccc(C(=O)N3CCN(c4ccccc4)CC3)cn2c1N(C)Cc1cc2ccccc2s1	10	-3	0

Next compounds follow.
nr	canonical_smiles	NPYLR7 agonist	mcGAS lum	hcGAS lum
31	Cc1nn(C2CCS(=O)(=O)C2)c2nc(-c3ccccc3)cc(C(=O)NCCc3ccc(F)cc3)c12 (stereo not given)	2	-9	-5
32	Cc1ccc(N2CCN(C(=O)c3ccc(C(F)(F)F)cc3)C(C)C2=O)cc1F (stereo not given)	22	-6	-4
33	C[n+]1cn(Cc2cccc3ccccc23)c2ccccc21	1	.	-3
34	O=C(O)CC1SC(N/N=C\c2ccc([N+](=O)[O-])cc2)NC1=O (stereo not given)	-12	1	2
35	O=C(c1ccc(C(F)(F)F)[nH]c1=O)N1CCN(c2nccs2)CC1	3	.	4
36	Cc1cc(N)n(-c2cc(N3CCCCCCC3)ncn2)n1	-22	.	2
37	CC(C(=O)NC1CCCC1)n1nnc(-c2ccc(Br)cc2)n1 (stereo not given)	-5&16	-17	-1&-8
38	O=C(CCN1CCCCO1)N1CC[C@@H](c2ccc3c(c2)OCO3)[C@H](O)C1	1	.	-5
39	CC(=NNS(=O)(=O)c1cc(C)ccc1C)c1ccc2c(c1)OCCO2	-7	.	-5
40	CC(C)(C)c1ccc(-c2noc(Cn3c(=O)n(Cc4ccco4)c(=O)c4ccccc43)n2)cc1	-1	-3	-5
41	CN1CCc2c(sc3nc(=S)[nH]c(Nc4ccccc4)c23)C1	-2	.	-5
42	COC(=O)c1ccccc1NC(=S)N1CCCc2c1[nH]c1ccccc21	-9	-6	-2
43	Cc1ccc(-n2nc(-c3ccc(F)cc3)cc2C(=O)NC(c2ccccc2)c2ccccc2)c(C)c1	-4	-5	-3
44	C=CCN(CC(=O)NC(C)CC)S(=O)(=O)c1ccc(Cl)c(Cl)c1 (stereo not given)	8	.	-3
45	CCOC(=O)CCNC(=O)N1CCCC(C(=O)c2ccc3c(c2)OCO3)C1 (stereo not given)	-10	-1	-1
46	Oc1oc(-c2ccccc2F)nc1C=Nc1cccc(F)c1	-6	-2	-1
47	Cc1ccc(C2c3ccccc3CCN2C(=O)Cc2nc(-c3cccc(C(F)(F)F)c3)oc2C)cc1 (stereo not given)	-4	-9	-8
48	Cc1cc(C)n(CCCN(C)C(=O)c2cn(CCC3CCCCC3)nn2)n1	.	-7	-19
49	Cc1nc(C2(NC(=O)c3ccc4c(c3)OCCCO4)CCCCC2)no1	-4	-8	-2
50	O=C(NCCOc1ccccc1)N1CCN(S(=O)(=O)c2ccc(Cl)c(Cl)c2)CC1	-3	.	-5
51	O=C(CCN1C(=O)c2ccccc2C1=O)Nc1ccccc1O	-4	3	6
52	COc1ccc(CN2CCNC(=O)C2CC(=O)NCCSC)c(F)c1 (stereo not given)	12	.	-7
53	O=[N+]([O-])c1ccc(C(O)CNC(=S)NC2CC3CCC2C3)cc1 (stereo not given)	2	.	-10
54	CCCCOc1cccc(C(=O)Nc2nnc(-c3ccccc3S(C)(=O)=O)o2)c1	4	.	0
55	Fc1cccc(F)c1C=Cc1ccc2ccccc2n1	-2	.	-23
56	O=C(NCC1COc2ccccc2O1)c1cccnc1Oc1ccccc1 (stereo not given)	-8	.	-1
57	CC(C)CNc1nnc(SCC(=O)Nc2ccc(F)cc2F)s1	-1	1	0
58	C=Cc1cccc(CN2CCCC(CNC(=O)C3(N)CCC3)C2)c1 (stereo not given)	-2	.	-3
59	CC1=C(C(=O)OCCc2ccccc2)C(c2cccs2)NC(=O)N1C (stereo not given)	-3	-4	1
60	Cc1nnsc1CN(C)C(=O)COCC1CCCCO1 (stereo not given)	.	-5	-10

In the list so far, two have bromine.
nr	canonical_smiles	NPYLR7 agonist	mcGAS lum	hcGAS lum
1	O=C(Nc1ccc(N2CCC(Cc3ccccc3)CC2)c(C(=O)NCC2CCCO2)c1)c1cccc(Br)c1 (stereo not given)	-1	-6	-3
37	CC(C(=O)NC1CCCC1)n1nnc(-c2ccc(Br)cc2)n1 (stereo not given)	-5&16	-17	-1&-8

Single records, from the list above:
Record of Cc1ccc(-n2nc(-c3ccc(F)cc3)cc2C(=O)NC(c2ccccc2)c2ccccc2)c(C)c1 = NPYLR7 agonist = -4; mcGAS lum = -5; hcGAS lum = -3
Record of Fc1cccc(F)c1C=Cc1ccc2ccccc2n1 = NPYLR7 agonist = -2; mcGAS lum = .; hcGAS lum = -23
Record of C=CCN(CC(=O)NC(C)CC)S(=O)(=O)c1ccc(Cl)c(Cl)c1 (stereo not given) = NPYLR7 agonist = 8; mcGAS lum = .; hcGAS lum = -3

Later entries.
nr	canonical_smiles	NPYLR7 agonist	mcGAS lum	hcGAS lum
61	C=C(C)CN1CCN(c2cc(C)nc3c(-c4ccccc4)c(CC)nn23)CC1	4	-8	-8
62	CCCC(C)NC(=O)CN1CCN(c2ccc(C(F)(F)F)cn2)CC1 (stereo not given)	2	.	4
63	CCn1ncc(Br)c1C(=O)N(C)C12CC3CC(CC(C3)C1)C2	8	.	-3
64	Cn1cc(S(=O)(=O)O)cc1-c1nc2ccccc2n1C	14	.	-9
65	Cc1cccc(NC(=O)CSc2ccc3nnc(CCNS(=O)(=O)c4ccccc4)n3n2)c1	6	-8	-6
66	O=C(NCc1ccc2c(c1)OCO2)c1ccc(-c2cc(-c3cccc4c3OCCO4)[nH]n2)cc1	4	-4	-1
67	C=CCNC(=O)NC(=O)CSc1nncn1C	0	.	3
68	CCOc1ccccc1-n1nnc(C(=O)Nc2ccccc2)c1C	-8	-7	-5
69	COc1ccc2nc(NS(C)(=O)=O)sc2c1	9	.	1
70	Cc1ccccc1N1CCN(c2ncccc2CNC(=O)C2CCCCO2)CC1 (stereo not given)	4	.	-5
71	CC(C)(C)c1nc(=O)c2cc(Cl)ccc2o1	-4	-6	-7
72	O=C(NCCCc1ccccc1)c1ccc(-c2cc(-c3ccc(Cl)cc3)[nH]n2)cc1	16	-4	-1
73	Cc1ccc2nc(C)n(C3CCN(C(=O)CCCc4ccccc4)CC3)c2c1	.	2	-3
74	CCn1c(SCC(=O)Nc2ccccc2C)nc2c(-c3ccccc3)c[nH]c2c1=O	1	-8	-5
75	Cc1cc2n(CCC#N)c(C)cc(=O)n2n1	4	-4	-1
76	Cc1ccc(N2C(=O)CC(n3ccnc3)C2=O)cc1 (stereo not given)	14	.	1
77	O=C(c1cn(Cc2ccccc2F)nn1)N1CCCC(OCc2ccccn2)C1 (stereo not given)	4	.	-5
78	CC1(C(=O)NS(=O)(=O)c2cccc(Cl)c2)CCN1C(=O)c1cccc(F)c1 (stereo not given)	0	.	0
79	COc1ccc(NC(=O)N(CCC(C)C)Cc2ccc(OS(C)(=O)=O)cc2)cc1	8	-7	-14
80	CC1(C)Oc2ccc3ccc(=O)oc3c2CC1O (stereo not given)	-5&-3	-3	-3&-9
81	CCCCCOc1ccc(C(=O)NC2C[C@@H]3C[C@H]([C@H]2C)C3(C)C)cc1OCCCCC (stereo not given in full)	-7	-4	-3
82	CN(C)CC1=CC(C=NC2CCCCC2)C(=S)S1 (stereo not given)	3	-5	-1
83	CC(C)=CCN1CCN(C/C=C/c2ccc(F)cc2)CC1CCO (stereo not given)	14	-8	-5
84	CC1(C)OCC(CNC(=O)c2cncn2-c2cccc(-c3cccc4c3sc3ccccc34)c2)O1 (stereo not given)	31	-6	-4

6 entries from above, arranged by length of the SMILES, lowest first.
nr	canonical_smiles	NPYLR7 agonist	mcGAS lum	hcGAS lum
82	CN(C)CC1=CC(C=NC2CCCCC2)C(=S)S1 (stereo not given)	3	-5	-1
68	CCOc1ccccc1-n1nnc(C(=O)Nc2ccccc2)c1C	-8	-7	-5
63	CCn1ncc(Br)c1C(=O)N(C)C12CC3CC(CC(C3)C1)C2	8	.	-3
77	O=C(c1cn(Cc2ccccc2F)nn1)N1CCCC(OCc2ccccn2)C1 (stereo not given)	4	.	-5
61	C=C(C)CN1CCN(c2cc(C)nc3c(-c4ccccc4)c(CC)nn23)CC1	4	-8	-8
65	Cc1cccc(NC(=O)CSc2ccc3nnc(CCNS(=O)(=O)c4ccccc4)n3n2)c1	6	-8	-6
